Screens (PubChem)
LMP1 NFkB inh: reduces LMP1-driven NF-kappaB luciferase signal; LMP1-induced NF-kappaB luciferase reporter cells, luminescence; inhibition, % at 12.5 µM; 0.69% of 350,000 active; AID 504558; in the data active means inhibition above about 41%;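 further: 0% = neutral control wells and 100% = reference inhibitor control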
NCOA3 inh: inhibits human SRC3 coactivator | HEK293 GAL4-SRC3 luciferase reporter, luminescence | inhibition, % at 3.6 µM | Q9Y6Q9 | 0.17% of 360,000 active;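 active means inhibition above a per-campaign cutoff, the mean of all compounds plus 3 SD, cut at about 60% in these data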;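 further: 0% = DMSO-treated cells and 100% = gossypol-treated cells at 36 µM; higher means less SRC3-driven luciferase light from the GAL4 reporter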
SRC1 inh: inhibitors of human steroid receptor coactivator 1 (SRC1). Q15788. HEK293 GAL4-SRC1 luciferase reporter, luminescence. inhibition, % at 3.6 µM. 0.12% of 360,000 active. AID 588354;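 active means inhibition above the campaign mean plus 3 SD, with each screening campaign given its own cutoff, cut at about 60% in these data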;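 further: 0% = DMSO treated cells and 100% = gossypol at 36 µM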
TLR9-MyD88 inh: blocks human TLR9 binding to MyD88; CHO BLA complementation TLR9-MyD88, CCF4 FRET ratio; inhibition, % at 4.98 µM; 0.21% of 340,000 active;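 active means inhibition above the mean over all tested compounds plus 3 SD, cut at about 21% in these data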;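 further: 0% = DMSO only wells and 100% = clavulanate BLA inhibitor control wells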
TROY NFkB inh: blocks TROY-dependent signaling in reporter cells. 0.98% of 360,000 active. Q293 LMP1-TROYcd NF-kB luciferase reporter, 4 h. inhibition, % at 10 µM;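 active means compounds whose plate-normalised and pattern-corrected inhibition of the luciferase reporter signal at the single screening dose is 50% or more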
NR5A2 inv ag: inverse agonists of human LRH-1 (NR5A2); HEK293T StAR-luciferase reporter, LRH-1 transfected, 24 h; inhibition, % at 3.6 µM; 0.13% of 360,000 active;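 active means inhibition above the mean inhibition of all tested compounds plus 3 SD, cut at about 73% in these data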;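 further: 0% = DMSO wells and 100% = reporter-only cells lacking LRH-1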
Target sequence (O00482 whole entry, looked up): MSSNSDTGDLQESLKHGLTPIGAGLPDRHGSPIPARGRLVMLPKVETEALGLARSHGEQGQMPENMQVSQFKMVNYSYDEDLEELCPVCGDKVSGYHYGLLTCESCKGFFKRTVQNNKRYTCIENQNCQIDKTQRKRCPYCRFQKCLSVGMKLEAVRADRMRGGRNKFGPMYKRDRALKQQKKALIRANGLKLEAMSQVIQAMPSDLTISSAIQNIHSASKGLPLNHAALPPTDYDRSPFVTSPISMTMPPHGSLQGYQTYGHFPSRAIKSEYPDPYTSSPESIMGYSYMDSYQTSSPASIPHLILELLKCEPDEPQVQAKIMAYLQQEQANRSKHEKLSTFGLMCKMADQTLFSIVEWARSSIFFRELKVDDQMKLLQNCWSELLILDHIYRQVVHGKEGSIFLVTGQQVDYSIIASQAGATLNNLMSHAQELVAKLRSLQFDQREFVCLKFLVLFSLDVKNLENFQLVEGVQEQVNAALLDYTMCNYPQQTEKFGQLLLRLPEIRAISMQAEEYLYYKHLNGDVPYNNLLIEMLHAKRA
TWEAK Fn14 block: blocks TWEAK-Fn14 interaction in a reporter cell assay. TWEAK-stimulated Fn14 reporter cells, luciferase luminescence, 8 h. inhibition, % at 10 µM. 2% of 360,000 active. AID 1159606; in the data active means inhibition above about 50%
TRAIL sens C8: caspase-8 TRAIL sensitization; NB7+C8 cells + TRAIL, ATPlite viability luminescence; inhibition (viability loss, TRAIL sensitization), % at 10 µM; 1% of 360,000 active; AID 624354;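 active means compounds causing at least 50% loss of cell viability in the single-dose screen, relative to plate controls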
COUP-TFII inh: inhibitors of human COUP-TFII (NR2F2) | 0.7% of 370,000 active | P24468 | HEK293T NGFI-A luciferase reporter, luminescence | inhibition, % at 8.6 µM;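 active means inhibition above a per-plate cutoff, mean inhibition of test wells between control levels plus 3 SD, cut at about 38% in these data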;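 further: cells cotransfected with COUP-TFII expression vector driving the NGFI-A reporter; 0% = median of COUP-TF2 test wells and 100% = reporter-only cells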
NOD2 RIPK2 PPI: inhibitors of human NOD2-RIPK2 interaction | O43353 | CHO BLA complementation NOD2-RIPK2, CCF4 ratio | inhibition, % at 4.98 µM | 0.38% of 360,000 active | AID 624267; in the data active means inhibition above about 21%;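 further: 0% = vehicle only and 100% = reference blocker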
Target sequence (O43353 whole entry, looked up): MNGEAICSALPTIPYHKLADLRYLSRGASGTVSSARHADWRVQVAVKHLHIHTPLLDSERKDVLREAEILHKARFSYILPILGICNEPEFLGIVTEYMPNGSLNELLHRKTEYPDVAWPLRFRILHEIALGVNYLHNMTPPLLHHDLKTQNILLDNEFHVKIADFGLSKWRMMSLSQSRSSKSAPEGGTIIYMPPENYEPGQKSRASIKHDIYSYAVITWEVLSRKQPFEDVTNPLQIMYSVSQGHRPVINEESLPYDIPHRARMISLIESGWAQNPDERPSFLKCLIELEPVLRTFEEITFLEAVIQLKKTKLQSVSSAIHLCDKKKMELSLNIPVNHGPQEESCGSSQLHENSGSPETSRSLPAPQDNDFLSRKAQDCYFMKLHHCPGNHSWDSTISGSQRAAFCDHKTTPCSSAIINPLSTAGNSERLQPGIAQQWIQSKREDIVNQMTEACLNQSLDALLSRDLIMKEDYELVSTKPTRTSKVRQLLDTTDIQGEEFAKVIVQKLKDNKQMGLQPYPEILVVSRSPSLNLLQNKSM
SRC2 inh: human SRC2 (NCOA2) inhibition; Q15596; inhibition, % at 9 µM; HEK293 GAL4-SRC2 luciferase reporter, luminescence; 0.17% of 370,000 active; AID 651957;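 active means inhibition above the mean inhibition of all tested compounds plus 3 SD, set per campaign, cut at about 52% in these data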;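 further: 0% = DMSO treated cells and 100% = cells given Gossypol at 36 µM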
* marks the source's active call; other numbers are inactive results; · = not tested or not shown. The list is partial; rates above refer to the full screens.

SMILES	LMP1 NFkB inh	NCOA3 inh	SRC1 inh	TLR9-MyD88 inh	TROY NFkB inh	NR5A2 inv ag	TWEAK Fn14 block	TRAIL sens C8	COUP-TFII inh	NOD2 RIPK2 PPI	SRC2 inh
Cc1ccc(NC(=O)CN(C)C(=O)Cn2nnc(-c3ccccc3C)n2)cc1	-10	4	-7	-12	-5	12	-22	7	15	-11	-2
O=C(CSc1nnc(-c2ccccc2F)n1CCc1ccccc1)Nc1ccc2[nH]c(=O)[nH]c2c1	-3	-12	1	-2	15	-1	12	-6	6	3	9
C(=C\c1cc(/C=C/c2ccccc2)ncn1)/c1ccccc1	-15	-43	-87	5	-4	-108	-3	0	-28	-4	-3
CCOc1ccccc1N1CCN(S(=O)(=O)c2ccc3c4c(cccc24)C(=O)N3)CC1	-3	-1	-11	-7	12	17	24	24	4	3	-18
COc1cccc(CNC(=O)C2(C)CCCCN2C)c1 (stereo unspecified)	·	10	-12	·	5	-20	-3	10	-3	6	-24
COc1cc(CNC(=O)CCC(=O)N2C[C@H]3C[C@H](C2)c2cccc(=O)n2C3)cc(OC)c1OC	2	0	-12	2	7	-10	6	-3	-7	-10	5
O=S(=O)(/N=C(/Nc1ccccn1)c1ccccc1)c1ccc(F)cc1	-1	11	-18	-5	-4	-26	12	9	3	-2	-8
CC1CCN(S(=O)(=O)c2ccc3c(c2)oc(=O)n3CC(=O)NCc2ccc3c(c2)OCO3)CC1	5	1	16	8	12	-19	-6	3	5	-10	-2
Cc1ccc(NC(=S)N2CCC(C(N)=O)(N3CCCCC3)CC2)c(C)c1	-4	5	-26	-3	1	6	2	-12	-4	-11	10
CCCCc1nnc(SC(C)C(=O)Nc2nccs2)n1C (stereo unspecified)	2	-3	-3	-5	-3	-2	-3	-1	3	2	-7
COc1ccc(/C=N/NC(=O)c2ccc3c(c2)OCO3)cc1	3	-24	-27	9	-27	-88	19	28	-45	-5	-29
C/C(=N\NC(=O)c1ccn(C)n1)c1ccc(NC(=O)C2CCCC2)cc1	-17	-38	-71	-14	-35	-102	-14	-4	-41	-9	-39
CN(Cc1ccccc1)c1c([N+](=O)[O-])c(=O)n(C)c2ccccc12	-2	4	7	13	11	14	-7	4	6	0	-2
CC(C)C[C@@H](C(=O)NC1CCN(Cc2ccccc2)CC1)N1C(=O)N2CCc3c([nH]c4ccccc34)[C@@]2(C)C1=O	2	3	-11	-1	4	-12	6	15	20	7	-25
COc1ccc(N2CCN(C(=O)CSc3nnc(Cn4nnc5ccccc54)n3C)CC2)cc1	9	12	-8	-34	8	24	-3	-11	15	-14	-13
CC(C)C#Cc1ccc2c(c1)O[C@@H](CN(C)C(=O)c1cnccn1)[C@@H](C)CN([C@@H](C)CO)S2(=O)=O	1	1	2	5	12	-22	6	-2	3	-10	-3
CN(c1ccc(C(=O)N2CCOCC2)cc1)S(=O)(=O)c1cccs1	0	6	-5	3	11	-25	-4	-1	-4	0	1
COc1ccc(C(=O)C2CCCN(Cc3cccn3-c3ccccn3)C2)cc1F (stereo unspecified)	7	24	-27	-7	-7	11	-4	-4	-1	-6	-20
COc1ccc(C(=O)Nc2cnn(Cc3c(F)cccc3Cl)c2)cc1OC	-8	25	0	-5	-6	15	-1	-4	7	-12	-17
Cc1ccc(C)c(OCc2cc(C(=O)NC(C)c3cnn(C)c3)no2)c1 (stereo unspecified)	2	17	-57	-10	-6	38	-3	5	-8	-5	-32
CCN(CC(=O)NCc1ccc(F)cc1)C(=O)c1ccc(Cl)cc1	1	-6	-7	-7	9	20	17	-1	-7	-10	21
Cn1nc(-c2ccccn2)nc2c(=O)n(C)c(=O)nc1-2	14	93*	89*	-3	57*	84*	102*	96*	54*	-16	39
Cc1ccccc1C(=O)Nc1nnc([C@@H]2C[C@H](O)[C@@H](CO)O2)s1	·	-3	-11	·	6	-14	5	-18	2	7	-10
O=c1[nH]ncc(N2CCCCC2)c1Cl	-3	5	-9	10	-10	-3	4	-11	5	2	-12
Cc1cc(SCC(=O)N2CCCC2=O)nc2c(C)cccc12	0	-11	3	-2	-36	-30	-4	1	-3	-6	2
COc1ccc(OCCCC(=O)Nc2ccc(N3CCOCC3)cc2)cc1	-12	18	-8	3	-13	-4	12	-5	-4	-3	-2
CSc1nsc(SC)c1C(N)=O	2	20	1	6	14	22	9	4	17	2	5
CC(C)(C)c1ccc(C(=O)NCCC(=O)N2CCN(c3ncccn3)CC2)cc1	-5	7	-21	-54	-10	-38	-6	8	10	-3	10
O=C1NC(=O)C(c2ccccc2)(c2ccc(Cl)cc2Cl)N1 (stereo unspecified)	8	-13	2	-9	1	-14	-1	14	17	-17	-6
CCOc1ccc(-n2c(SC(C)C(=O)OC)nc3c(c2=O)SCC3)cc1 (stereo unspecified)	-7	15	2	-5	5	12	1	4	-1	-3	7
O=C1/C(=C/c2ccc([N+](=O)[O-])cc2)C=C(c2ccccc2)N1c1ccccc1	-9	0	0	4	-23	0	-1	11	-11	0	14
CCCN1CCc2c(sc(NC(=O)c3ccc(S(=O)(=O)N(C)c4ccccc4)cc3)c2C(N)=O)C1	-14	-24	-11	0	2	0	-21	18	·	2	·
CSCCC(NS(=O)(=O)c1ccc(Cl)cc1)C(=O)OCC(=O)N1CCOCC1 (stereo unspecified)	-4	21	4	10	11	17	-6	5	3	5	11
Cc1nc(C)c(-c2csc(Nc3cccc(O)c3)n2)s1	-30	-82	-119	-12	-26	-55	-4	19	-52	-6	-71
COc1cc2c(cc1OC)C(c1cccc([N+](=O)[O-])c1)N(C(=O)c1ccc(F)cc1)CC2 (stereo unspecified)	9	8	5	-5	-25	-9	-26	4	-7	-1	6
COCCCNC1=C(C#N)C(=O)NC(c2cccs2)S1 (stereo unspecified)	-3	2	3	2	-6	-18	16	-3	-7	8	-16
Cc1ccc2oc(C(=O)N(Cc3ccc(N(C)C)cc3)CC3CCCO3)c(C)c2c1 (stereo unspecified)	2	16	2	0	-3	-51	-27	-2	9	-5	-13
Cc1nnc(NCCc2ccccc2)c2ccccc12	-12	-130	-145	4	-22	-158	27	9	-43	-8	-68
Cc1nn(CC(=O)Nc2cccnc2)c(C)c1[N+](=O)[O-]	-32	-19	-4	3	-21	3	8	5	11	-2	4
CNC(=S)N1CCN(CCNC2=CC(=O)CC(C)(C)C2)CC1	-1	3	-14	-8	-3	11	-18	-2	16	4	13

TWEAK Fn14 block: entries above that show a hit.
Molecule | LMP1 NFkB inh | NCOA3 inh | SRC1 inh | TLR9-MyD88 inh | NR5A2 inv ag | TWEAK Fn14 block | COUP-TFII inh | NOD2 RIPK2 PPI | SRC2 inh
Cn1nc(-c2ccccn2)nc2c(=O)n(C)c(=O)nc1-2 | 14 | 93* | 89* | -3 | 84* | 102* | 54* | -16 | 39

Going on with the list.
SMILES	LMP1 NFkB inh	NCOA3 inh	SRC1 inh	TLR9-MyD88 inh	TROY NFkB inh	NR5A2 inv ag	TWEAK Fn14 block	TRAIL sens C8	COUP-TFII inh	NOD2 RIPK2 PPI	SRC2 inh
Cn1nnnc1SCC(=O)Nc1nc(-c2ccccc2)c(-c2ccccc2)o1	-6	-3	-6	-9	-1	9	13	-16	-2	-4	11
CC(Sc1nccn1C)C(=O)NC1(C#N)CCCCC1 (stereo unspecified)	2	8	0	-10	-6	-10	-10	23	-4	-18	17
Cc1ccc(Cn2cccc(NS(C)(=O)=O)c2=O)cc1	2	4	8	-6	15	-16	14	-24	12	2	-22
O=S(=O)(N/N=C\c1c(F)cccc1Cl)c1ccc(Cl)cc1	-1	11	-4	-4	1	-26	4	2	-1	-1	-19
CCOC(=O)c1nnn(-c2nonc2N)c1CSc1ccccc1	-19	4	-8	-4	7	5	3	3	19	-6	4
C=CCC[C@H](Cc1ccc(F)cc1)C(=O)OC[C@H](Cc1c[nH]c2ccccc12)NC(=O)[C@@H](CC=C)CC(=O)N[C@@H](CO)Cc1ccccc1	-3	14	-11	11	16	9	-14	49	8	-11	-10
COc1ccccc1C(=O)N1CCN(C2CCN(Cc3ccccc3)CC2)CC1	4	26	10	-2	-9	11	0	7	11	4	-33
CN(C(=O)c1ccc(NC(=O)Cc2ccc(NC(=O)C3CCCN(C(=O)C4CC4)C3)cc2)cc1)C1CCCC1 (stereo unspecified)	-1	-15	10	-7	-11	-24	-1	-2	-13	-9	-38
CCS(=O)(=O)N1Cc2ccccc2CC1C(=O)N(C)CC(=O)Nc1ccc(F)c(F)c1F (stereo unspecified)	3	12	3	-4	14	6	-10	8	12	0	21
Cc1cccc(NC(=O)C(CC(C)C)NC(=O)C2CCC(C)CC2)n1 (stereo unspecified)	-2	-2	-2	7	-6	13	-3	1	-11	-3	-22
O=C(Cn1cnc2c(nnn2-c2ccccc2)c1=O)N1CCCc2ccccc21	-2	3	-23	7	-1	-4	7	-2	2	-19	-39
COCOc1cccc(CN2CCC2(C)C(=O)Nc2ccc(OC)c(OC)c2)c1 (stereo unspecified)	·	-3	-2	·	9	3	9	-10	18	5	-24
Cc1ccc(S(=O)(=O)N2CCOCC2)cc1NC(=O)COC(=O)c1cc[n+]([O-])cc1	4	5	-7	3	0	-2	-2	-6	-5	-4	-16
CN(C)CCNc1ccc(-c2nn(C)c(=O)c3ccccc23)cc1[N+](=O)[O-]	-5	26	-10	-2	9	11	1	11	-12	-18	-21
Cc1nc2ccccn2c1-c1ccnc(SCc2ccc(Cl)cc2)n1	12	20	19	0	22	-30	34	-26	15	-3	0
O=C(NN1CCOCC1)c1ccc([N+](=O)[O-])cc1	-6	-1	4	7	-4	2	11	1	-7	2	11
CCCn1c(C(C)Nc2nc(-c3ccc(C)cc3)cs2)nc2cc(Cl)c(Cl)cc21 (stereo unspecified)	-5	-10	-11	-4	1	-11	6	1	23	11	-3
CCCCCC(=O)N/N=C/c1cc(Br)c(O)c(OC)c1	3	-3	-96	6	-2	5	-16	-8	-5	-4	-8
Cc1c(Cl)c([N+](=O)[O-])nn1CCCC(=O)Nc1cc(Oc2ccccc2)cc([N+](=O)[O-])c1	-2	18	-7	2	23	-9	42	-1	4	-3	-10
COc1ccc(C(C)=O)cc1COC(=O)c1cc2ccccc2cc1O	7	7	-22	-1	30	15	38	1	-2	4	-16

The closing 2 compounds of the section before are carried over, then new ones follow.
SMILES	LMP1 NFkB inh	NCOA3 inh	SRC1 inh	TLR9-MyD88 inh	TROY NFkB inh	NR5A2 inv ag	TWEAK Fn14 block	TRAIL sens C8	COUP-TFII inh	NOD2 RIPK2 PPI	SRC2 inh
Cc1c(Cl)c([N+](=O)[O-])nn1CCCC(=O)Nc1cc(Oc2ccccc2)cc([N+](=O)[O-])c1	-2	18	-7	2	23	-9	42	-1	4	-3	-10
COc1ccc(C(C)=O)cc1COC(=O)c1cc2ccccc2cc1O	7	7	-22	-1	30	15	38	1	-2	4	-16
Cc1ccc(-c2ccc(=O)n(CCC(=O)N3CCN(c4cccc(C)c4)C(C)C3)n2)cc1 (stereo unspecified)	1	-2	-13	4	11	4	-1	9	21	-5	12
CCCN(C(=O)c1ccco1)c1nnc(-c2cccc(C)c2)s1	-10	-44	-44	3	-58	-54	-34	7	-23	-6	-24
COC(=O)c1ccc(C(C(=O)NC2CCCCC2)N(Cc2ccc(F)cc2)C(=O)Cc2cccs2)cc1 (stereo unspecified)	2	16	-3	-6	-17	21	-17	-6	14	-3	-26
COc1ccc(C(=O)Nc2nnc(S(=O)(=O)Cc3ccccc3)s2)cc1	1	1	5	-3	-4	8	-21	3	-8	6	-4
CCOC(=O)c1cnc2cc(C)ccn2c1=O	3	-2	-17	-2	-40	-4	-6	2	-11	7	3
